Screens from PubChem BioAssay.
EP2 antag: human EP2 receptor antagonists, primary screen, TR-FRET cAMP, C6 glioma cells. Prostaglandin E2 receptor EP2 subtype (Homo sapiens), P43116. hit rate 0.52% among 260,000. inhibition, % at 25 µM. C6 glioma cells expressing human EP2; cells stimulated with saturating PGE2;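 active = percent inhibition above 40 after rounding to a whole number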;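 also: rat C6 glioma host cells with rolipram phosphodiesterase inhibitor present; the protocol text gives 20 µM as final concentration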
Target sequence (P43116 whole entry, looked up): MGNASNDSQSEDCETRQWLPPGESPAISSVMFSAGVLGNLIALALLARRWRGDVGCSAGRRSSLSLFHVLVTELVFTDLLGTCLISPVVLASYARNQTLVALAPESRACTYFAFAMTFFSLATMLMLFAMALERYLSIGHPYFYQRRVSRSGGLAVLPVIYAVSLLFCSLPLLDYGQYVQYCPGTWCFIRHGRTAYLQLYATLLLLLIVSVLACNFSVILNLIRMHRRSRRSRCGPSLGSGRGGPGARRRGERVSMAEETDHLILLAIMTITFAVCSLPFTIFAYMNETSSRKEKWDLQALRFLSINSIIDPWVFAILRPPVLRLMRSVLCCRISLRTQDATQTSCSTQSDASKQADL
EP2 modulator: EP2 receptor modulators, cAMP readout, primary screen, cell-based, HTRF cAMP, PGE2 stimulation | Prostaglandin E2 receptor EP2 subtype (Homo sapiens), P43116 | EP2-expressing cells, cAMP HTRF FRET, PGE2 co-stimulation | induction, % at 25 µM | hit rate 0.83% among 260,000;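 active = compounds whose cAMP rise, as percent of the full-agonist control response, exceeds 60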;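 also: rat C6 glioma line stably carrying human EP2 under a CMV promoter; the protocol text gives 20 µM as final concentration; 100% = response of wells given 1 µM PGE2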
The depositor's hits bear a star.

SMILES | EP2 antag | EP2 modulator
Cc1cccc(C)c1NC(=O)C(=O)NCCN1CCOCC1 | 10 | 3
C=CCNC(=O)CSc1nc(-c2ccco2)cc(C(F)(F)F)n1 | 6 | -77
COc1ccc(C2/C(=C(/O)c3ccc(F)cc3)C(=O)C(=O)N2CC2CCCO2)c(OC)c1 (stereo unspecified) | 12 | 9
Cc1ccc(N2C(=O)SC(Nc3ccc(S(N)(=O)=O)cc3)C2=O)cc1 (stereo unspecified) | 10 | 4
N#CCN1C(=O)C(=O)/C(=C(\O)c2ccccc2)C1c1ccco1 (stereo unspecified) | 9 | 1
CC1(C)CC(N(Cc2cnc[nH]2)Cc2ccccc2F)CC(C)(C)N1 | 6 | -32
Cc1ccc(NC(=S)N(Cc2cc3cc(C)ccc3[nH]c2=O)CC2CCCO2)c(C)c1 (stereo unspecified) | 11 | 24
CCC(CN1CCCCC1)NC(=O)C1(c2ccc(F)cc2)CC1 (stereo unspecified) | 6 | -20
CC(=O)N1CCN(c2ncnc3c(-c4ccc(Cl)cc4)nsc23)CC1 | 11 | -83
CCn1cncc1CN(CCCn1ccnc1)CC1CC=CCC1 (stereo unspecified) | 7 | 16
CCCC(c1nnnn1C1CCCCC1)N1CCN(c2ccccc2)CC1 (stereo unspecified) | 6 | 8
Cc1ccc(C(=O)Nc2ncc(Cc3ccccc3Cl)s2)o1 | 10 | -38
CCOC(=O)CC(=O)CSc1nc2cc(C)cc(C)c2cc1CC | 7 | 57
Cc1ccc(CN(Cc2cc3cc(C)c(C)cc3[nH]c2=O)C(=O)c2ccncc2)cc1 | 15 | -30
CCOc1ccc(NCc2nncn2-c2ccc(C)cc2)cc1 | 9 | -105
CCCCCCOc1ccccc1C(N)=O | 16 | 18
Nc1ccccc1N=Nc1c(S(=O)(=O)O)cc2cc(S(=O)(=O)O)cc(O)c2c1O | 37 | 32
CC1CCc2c(sc3nc(C4CC4)nc(N4CCN(S(C)(=O)=O)CC4)c23)C1 (stereo unspecified) | 7 | 29
COc1cc2c(cc1OC)CN(C(=O)c1cccc(Cl)c1)CC2 | 5 | 30
Cc1cc2c(cc3c(=O)n(CC(=O)N4CCCC4)nc(C)n32)o1 | 6 | 4
O=C1NC2=C(C(=O)N(CC3CCCO3)C2)C(c2ccc(F)c(F)c2)N1 (stereo unspecified) | 9 | -16
O=C(O)c1ccccc1C(=O)Nc1ncccn1 | 15 | -2
Cc1cc(O)c(C=O)c2c1C(=O)Oc1c(C)c(O)c3c(c1O2)C(O)OC3=O (stereo unspecified) | 13 | 51
CCC(CN1CCN(C)CC1)NC(=O)Cc1csc(Nc2cccc(C)c2)n1 (stereo unspecified) | 9 | -70
O=C(CSc1nnc(-c2ccncc2)n1-c1ccc(Cl)cc1)NC1CCCC1 | 14 | -24
COc1cccc(N2CCN(CC(=O)Nc3ncc(C)s3)CC2)c1 | 4 | 3
CCc1ccc2nc(SCC(=O)N3c4ccccc4CC3C)c(C#N)cc2c1 (stereo unspecified) | 9 | 64*
COc1ccc(F)c(CN(CCCn2ccnc2)Cc2ccc(C)o2)c1 | 7 | -18
Cn1c(SCC(=O)N2CCCC2)nnc1-c1ccccc1 | 8 | -9
O=C(Cc1cccs1)N1CCCC1c1nc(-c2ccc(F)cc2)n[nH]1 (stereo unspecified) | 5 | -10
O=C(Cn1c2ccccc2c2ccccc21)N1CCn2cnnc2C1 | 3 | -3
COC(=O)c1cc(-c2ccc(OC)cc2)nc2ccccc12 | 13 | 0
CCc1cc2ccc(C)cc2nc1SCC(=O)N1CCOCC1 | 12 | -8
C[C@@]12CCC(=O)C=C1CC[C@H]1[C@H]2[C@@H](O)C[C@]2(C)[C@@H]1CC[C@@]2(O)C(=O)CO | 6 | -2
CC[n+]1c(C)n(-c2ccccc2)c2ccc(-c3nc4ccccc4s3)cc21 | 2 | -73
COc1ccc(-c2nc3cc(C(C)C)ccc3o2)cc1N | 11 | -95
CC[C@@H](Cn1nnc2ccccc2c1=O)NC(=O)Cc1ccccc1F | 4 | 4
COCCNC(=O)CN1CCC(N2CCCCC2)CC1 | 15 | -9
O=C(Cn1c(=O)oc2ccccc21)Nc1ccc(S(=O)(=O)N2CCCC2)cc1 | 11 | -53
COCCn1c(SCC(=O)Nc2ccccc2F)nnc1C(C)C | 7 | -19
COC(=O)CN1C(=O)C(O)=C(C(C)=O)C1c1ccc(OC)cc1 (stereo unspecified) | 7 | 8
C[C@@H](Cn1nc(-c2cccs2)oc1=O)NC(=O)Cn1ncc2ccccc2c1=O | 7 | -20
O=C(/C=C/c1cccc(Br)c1)c1ccc2c(c1)OCCO2 | 7 | -32
COc1ccc(NC(C)=O)cc1S(=O)(=O)N1CCc2ccccc2C1 | 12 | -48
Cc1cc(C)c2[nH]c(=O)c(CN(C(=O)Nc3ccccc3F)C3CC3)cc2c1 | 11 | 55
CC1CCN(c2nc3c(c(=O)n(C)c(=O)n3C)n2Cc2ccccc2F)CC1 | 10 | -3
CCOc1ncccc1-c1noc(CN2CCOCC2)n1 | 6 | -13
S=c1nc(Cc2cccs2)[nH]c2ccccc12 | 8 | 23
CCN(CC)CCOc1ccc2c(c1)C(=O)c1cc(OCCN(CC)CC)ccc1-2 | 8 | -34
CCOC(=O)c1ccc(NC(=O)CSc2nc3ccc(N)cc3s2)cc1 | 17 | -122
Cc1cccc(N2C(=O)NC(=O)/C(=C/N(C)C)C2=O)c1 | 7 | -34
O=S(=O)(NCc1ccc2c(c1)OCO2)c1ccc2c(c1)OCCO2 | 9 | -66
CC(C)Oc1ccc(C(=O)NC(=S)Nc2cccnc2)cc1 | 12 | -71
Cc1cccc(NC(=O)CSc2nnc3c4c5c(sc4ncn23)CC(C)CC5)c1 (stereo unspecified) | 10 | -11
O=C(CSc1ncc(-c2ccccc2)[nH]1)Nc1nccs1 | 12 | -62
COC(=O)c1c(NC(=O)c2ccco2)sc(C(=O)Nc2ccccc2C)c1C | 9 | 17
CC(C)CNc1nc(N)[nH]c(=O)c1NC=O | 13 | 11
OCCNc1nc2ccccc2n1CCOc1ccccc1 | 11 | 21
Cn1ccnc1C(N)c1ccccc1 (stereo unspecified) | 10 | 16
CC1CCN(CC(O)c2ccc3c(c2)CCCN3C(=O)C(C)C)CC1 (stereo unspecified) | 8 | -23

(listing goes on)
SMILES | EP2 antag | EP2 modulator
Cc1c(C(N)=O)sc2nc[nH]c(=O)c12 | 12 | -21
Cc1ccc(-c2cc(C(F)F)n3ncc(C(=O)N(C)Cc4cnn(C)c4C)c3n2)cc1 | 8 | -19
CNC(=S)N(Cc1ccccc1)Cc1nc2sc3c(c2c(=O)[nH]1)CCCC3 | 12 | -29
CCOc1ccc(C(=O)N2CCC(n3nnc4cc(C(F)(F)F)ccc43)CC2)cc1 | 7 | -39
O=C(O)c1cccnc1Nc1ccccc1N1CCOCC1 | 12 | 0
N=C1[C@H](O)[C@]2(I)c3ccccc3N3C(=N)[C@H](O)[C@@H]4c5ccccc5N1[C@@H]4[C@@H]32 | 68* | 7
CCC(c1nnnn1CCOC)N(Cc1cc2ccc(C)cc2[nH]c1=O)C1CCCC1 (stereo unspecified) | 7 | 18
CN1CCN(CCCN)CC1 | 14 | -1

22 entries from above in another layout:
Fields: EP2 antag	EP2 modulator
CCOc1ncccc1-c1noc(CN2CCOCC2)n1
→ 6	-13
S=c1nc(Cc2cccs2)[nH]c2ccccc12
→ 8	23
CCN(CC)CCOc1ccc2c(c1)C(=O)c1cc(OCCN(CC)CC)ccc1-2
→ 8	-34
CCOC(=O)c1ccc(NC(=O)CSc2nc3ccc(N)cc3s2)cc1
→ 17	-122
Cc1cccc(N2C(=O)NC(=O)/C(=C/N(C)C)C2=O)c1
→ 7	-34
O=S(=O)(NCc1ccc2c(c1)OCO2)c1ccc2c(c1)OCCO2
→ 9	-66
CC(C)Oc1ccc(C(=O)NC(=S)Nc2cccnc2)cc1
→ 12	-71
Cc1cccc(NC(=O)CSc2nnc3c4c5c(sc4ncn23)CC(C)CC5)c1 (stereo unspecified)
→ 10	-11
O=C(CSc1ncc(-c2ccccc2)[nH]1)Nc1nccs1
→ 12	-62
COC(=O)c1c(NC(=O)c2ccco2)sc(C(=O)Nc2ccccc2C)c1C
→ 9	17
CC(C)CNc1nc(N)[nH]c(=O)c1NC=O
→ 13	11
OCCNc1nc2ccccc2n1CCOc1ccccc1
→ 11	21
Cn1ccnc1C(N)c1ccccc1 (stereo unspecified)
→ 10	16
CC1CCN(CC(O)c2ccc3c(c2)CCCN3C(=O)C(C)C)CC1 (stereo unspecified)
→ 8	-23
Cc1c(C(N)=O)sc2nc[nH]c(=O)c12
→ 12	-21
Cc1ccc(-c2cc(C(F)F)n3ncc(C(=O)N(C)Cc4cnn(C)c4C)c3n2)cc1
→ 8	-19
CNC(=S)N(Cc1ccccc1)Cc1nc2sc3c(c2c(=O)[nH]1)CCCC3
→ 12	-29
CCOc1ccc(C(=O)N2CCC(n3nnc4cc(C(F)(F)F)ccc43)CC2)cc1
→ 7	-39
O=C(O)c1cccnc1Nc1ccccc1N1CCOCC1
→ 12	0
N=C1[C@H](O)[C@]2(I)c3ccccc3N3C(=N)[C@H](O)[C@@H]4c5ccccc5N1[C@@H]4[C@@H]32
→ 68*	7
CCC(c1nnnn1CCOC)N(Cc1cc2ccc(C)cc2[nH]c1=O)C1CCCC1 (stereo unspecified)
→ 7	18
CN1CCN(CCCN)CC1
→ 14	-1

The list is partial; rates above refer to the full screens.
